tim10-1 inh: growth inhibitors of tim10-1 mutant yeast; S. cerevisiae tim10-1 ts strain growth, BacTiter-Glo, 24 h; inhibition, % at 20 µM; hit rate 2.2% among 330,000; AID 463190;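 active = inhibition of at least 40%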;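 also: mutant grown at 25 °C; 0% = DMSO wells with yeast and 100% = wells holding no yeast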
NALP3 yeast inh: NALP3 inhibition in yeast | inhibition, % at 10 µM | hit rate 0.39% among 330,000 | Yeast reconstituted NLRP3/ASC/caspase-1, beta-gal luminescence, 24 h;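 active = inhibition of 50% or more; inactive = inhibition below 50%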;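 also: plate controls were induced DMSO wells for no effect and uninduced yeast grown without galactose for full effect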
mIAP block: blocks mouse intestinal alkaline phosphatase. purified mouse IAP, CDP-Star luminescence, 30 min. inhibition, % at 10 µM. hit rate 0.2% among 330,000. AID 2806;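 active = inhibition of at least 40% at 10 µM in the primary screen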;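 also: plate controls were DMSO with enzyme for no effect and no enzyme wells for full effect; values of inactives mirror those of a sister screen read the other way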
mIAP act: mouse IAP activation | hit rate 0.24% among 330,000 | AID 2805 | activation factor at 10 µM | muIAP, CDP-Star luminescence, 30 min; stronger effect = higher value; 1 = vehicle-only enzyme signal, 0 = enzyme-free wells;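 active = activation factor of at least 2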; also: the source names both 10 and 20 µM as test concentration; values of inactives mirror those of a sister screen read the other way
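Assay system: mouse IAP enzyme; Reagent: CDP-Star chemiluminescent phosphatase substrate; Compound: DMSO-dissolved test compounds; Incubation: 30 min, room temperature; Technique: luminescence from enzymatic CDP-Star hydrolysis; Controls: DMSO-only wells and no-enzyme negative control.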
hIAP block: blocks human intestinal alkaline phosphatase; P09923; purified IAP, CDP-Star luminescence, 30 min; inhibition, % at 10 µM; hit rate 0.12% among 330,000;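 active = inhibition reaching a set limit with compound at 10 µM in the primary screen, cut at about 35% in these data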;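 also: plate controls were DMSO wells with enzyme for no effect and no-enzyme buffer wells for full effect; values of inactives mirror those of a sister screen read the other way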
beta cell repl: induces beta-cell replication in MIN6 cells; MIN6 cells proliferation, ATPlite luminescence, 48 h; cells starved in 0.2% serum; 100% = growth in 10% serum; proliferation, % at 10 µM; hit rate 0.29% among 330,000; AID 2380;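 active = compounds whose signal lies at least 3.5 SD above the mean of all wells on their plate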;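 also: 0% = DMSO-treated cells in low-serum medium and 100% = 10% serum control; some compounds called inactive have numbers as strong as hits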
APOBEC3G inh: inhibitors of human APOBEC3G DNA deaminase. recombinant A3G, ssDNA deamination FAM/TAMRA fluorescence. inhibition, % at 20 µM. hit rate 0.28% among 330,000. AID 493012;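 active = inhibition of at least 40% at 20 µM, with no more than 30% in the related APOBEC3A deaminase screen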;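 also: plate controls were DMSO wells with A3G for no effect and wells lacking A3G enzyme for full effect; some compounds called inactive have numbers as strong as hits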
Target sequence (Q9HC16 whole entry, looked up): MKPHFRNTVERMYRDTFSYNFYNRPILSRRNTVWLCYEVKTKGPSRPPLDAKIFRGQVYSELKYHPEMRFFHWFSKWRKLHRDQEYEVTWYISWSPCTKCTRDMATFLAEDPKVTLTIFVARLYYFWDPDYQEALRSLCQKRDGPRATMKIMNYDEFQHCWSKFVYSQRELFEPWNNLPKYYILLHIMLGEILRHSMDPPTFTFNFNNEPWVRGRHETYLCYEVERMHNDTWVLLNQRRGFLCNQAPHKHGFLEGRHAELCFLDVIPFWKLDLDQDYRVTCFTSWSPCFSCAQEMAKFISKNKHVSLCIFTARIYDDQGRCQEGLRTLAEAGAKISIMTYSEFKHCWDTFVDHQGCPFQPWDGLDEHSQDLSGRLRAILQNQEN
TIM10 inh: growth inhibitors of TIM10 yeast strain | S. cerevisiae TIM10 strain growth, BacTiter-Glo luminescence, 24 h | inhibition, % at 10 µM | hit rate 1.4% among 330,000;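 active = inhibition of 40% or more at the single tested concentration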;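 also: wild-type TIM10 isogenic control strain grown at permissive 25 °C; 0% = DMSO yeast wells and 100% = minimal medium wells without yeast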
A3A deaminase: human APOBEC3A DNA deaminase inhibition; recombinant A3A, FAM/TAMRA ssDNA deamination fluorescence; hit rate 0.41% among 330,000; inhibition, % at 20 µM;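 active = at least 40% inhibition at 20 µM here, with at most 30% in a related deaminase screen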;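 also: plate controls were A3A with DMSO for no effect and wells lacking A3A enzyme for full effect; some results filed as inactive read as strong as hits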
Target sequence (P31941 whole entry, looked up): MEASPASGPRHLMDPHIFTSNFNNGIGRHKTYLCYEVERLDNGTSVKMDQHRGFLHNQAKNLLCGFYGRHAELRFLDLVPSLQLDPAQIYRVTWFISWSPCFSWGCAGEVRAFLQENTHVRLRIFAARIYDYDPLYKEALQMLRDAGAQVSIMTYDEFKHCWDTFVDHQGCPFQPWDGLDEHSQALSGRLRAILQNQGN
Active calls of the source: *. The order is random; 4.6% or so of the library scored in one or more.

Order of values: hIAP block, tim10-1 inh, NALP3 yeast inh, beta cell repl, mIAP block, A3A deaminase, TIM10 inh, APOBEC3G inh, mIAP act
Cc1ccc(C(=O)OCC(=O)NCCNC(=O)COC(=O)c2ccc(C)s2)s1
 : -7, -18, 11, 2, 6, 0, -9, -7, 0.94
CCOC(=O)c1c(C)[nH]c(C)c1S(=O)(=O)NCCc1ccc(SC)cc1
 : -23, 13, 23, -1, -15, -2, 7, 3, 1.1
Cc1ccc(P(=O)(O)c2ccc(C)cc2)cc1
 : -2, -9, -8, -2, 4, -3, -8, -11, 0.96
CC(C)CCNC(=O)CSc1nc2ccsc2c(=O)n1NC(=O)c1ccccc1
 : -7, 16, 0, -2, 23, -2, 11, -5, 0.77
CCCCCc1c(C)nc(Nc2nc(C)c3cc(OC)ccc3n2)[nH]c1=O
 : -111, 7, 20, -3, 19, 2, 16, 4, 0.81
O=C(COC(=O)c1cccs1)Nc1ccccc1
 : 8, -22, 5, -1, 5, 2, -19, 1, 0.95
COc1ccc(-c2c(C)oc3c(CN4CCN(CCO)CC4)c(O)ccc3c2=O)cc1OC
 : -3, -1, 8, -2, 4, -4, 3, -3, 0.96
NC(=O)NC(=O)c1nccnc1C(=O)O
 : -16, 20, 10, -3, 14, -3, 3, -2, 0.86
Cc1ccc(-c2nn(-c3ccccc3)cc2CO)cc1
 : -2, 3, 26, 2, 2, 2, 9, -4, 0.98
CCN(CC)CCN(C(=O)c1ccc2c(c1)CCCC2)c1nc2cc(OC)c(OC)cc2s1
 : 21, 61*, 28, -7, 10, -2, 49*, -4, 0.9
Cc1cc(C)c(C#N)c(SCS(=O)Cc2ccccc2)n1 (stereo not drawn)
 : 5, 27, 12, -4, -2, 0, 25, -3, 1
CCc1ccc(S(=O)(=O)N2CC(=O)Nc3ccccc32)cc1
 : 6, -10, 1, -3, 3, -3, -12, -8, 0.97
CCc1nc(Nc2cccc(OC)c2)c2oc3ccccc3c2n1
 : -18, 26, 2, 0, -3, -6, 15, -9, 1
O=C(N/N=C\c1ccncc1)c1ccc(Cl)s1
 : -8, -3, 17, 1, 8, -2, 10, -3, 0.93
CCOc1ccc(C(=O)OCC(=O)N2CCOCC2)cc1OCC
 : 3, -6, 12, 0, -4, -3, 13, -4, 1

Some of these compounds in order of their number in APOBEC3G inh, rising.
| SMILES | hIAP block | NALP3 yeast inh | mIAP block | A3A deaminase | APOBEC3G inh | mIAP act |
| --- | --- | --- | --- | --- | --- | --- |
| Cc1ccc(P(=O)(O)c2ccc(C)cc2)cc1 | -2 | -8 | 4 | -3 | -11 | 0.96 |
| Cc1ccc(-c2nn(-c3ccccc3)cc2CO)cc1 | -2 | 26 | 2 | 2 | -4 | 0.98 |
| O=C(COC(=O)c1cccs1)Nc1ccccc1 | 8 | 5 | 5 | 2 | 1 | 0.95 |

Next part:
Order of values: hIAP block, tim10-1 inh, NALP3 yeast inh, beta cell repl, mIAP block, A3A deaminase, TIM10 inh, APOBEC3G inh, mIAP act
CN(Cc1ccc(F)cc1)C(=O)c1cccc(NS(=O)(=O)c2ccccc2)c1
 : 4, 13, 4, 2, 15, -2, 5, -6, 0.85
COc1ccc(NC(=O)c2sc3nc(N4CCCC4)c4c(c3c2N)CC(C)(C)OC4)cc1
 : -12, 23, 1, 0, 6, -3, 17, -2, 0.94
Cc1cc(C)nc(N(C#N)Cc2ccccc2C)n1
 : 7, 15, 14, -1, 6, -1, -7, -4, 0.94
COc1ccc([N+](=O)[O-])cc1NC(=O)c1ccc(CN(c2ccccc2)S(C)(=O)=O)cc1
 : 12, 15, 17, 0, 4, 0, 3, -6, 0.96
COc1ccc(OC)c(C2CC(=O)c3c([nH]c(C(=O)OC(C)C)c3C)C2)c1 (stereo not drawn)
 : -28, 20, -16, -6, -22, 1, 13, 0, 1.2
Cc1ccc(CCN2CC(C(=O)N3CCN(c4ccc(F)cc4)CC3)CC2=O)cc1 (stereo not drawn)
 : 7, 37, -6, -3, -1, -6, 21, -7, 1
O=C(NC1CCCCCC1)C1CCN(S(=O)(=O)c2ccc(F)cc2)CC1
 : -8, 13, 8, 6.5*, 0, -4, 17, -10, 1
O=C(COc1ccc(F)cc1Br)NCC1(N2CCCCC2)CCCCC1
 : 6, 3, 5, -5, 10, 2, -5, 1, 0.9
COc1cc(NC(=O)CSc2nnc(Cn3nnc4ccccc43)n2C)cc(OC)c1
 : 7, 2, 7, -1, -7, 0, 4, -3, 1.1
CC1CCN(CC(=O)NCc2ccco2)CC1
 : -8, 3, 7, -4, -3, 7, -14, 2, 1
CCSc1oc(-c2ccccc2)nc1S(=O)(=O)c1ccccc1
 : 8, 5, 22, -3, 16, -2, 7, -5, 0.84
COc1ccc(OCCSCc2nnc(NC(=O)Nc3ccc(Cl)cc3)s2)cc1
 : -58, 16, 18, 0, 12, -1, -11, -5, 0.88
O=C(NCCc1csc(-c2cccnc2)n1)c1ccco1
 : 3, 13, 11, -2, 6, -6, -8, -4, 0.94
Fc1ccc(Cn2nnnc2C(c2ccc(Cl)cc2)N2CCSCC2)cc1 (stereo not drawn)
 : 13, 42*, 11, -5, 12, 1, 40, 2, 0.88
CCOc1cc2[nH]c(=O)n(Cc3cccc(OC)c3)c(=O)c2cc1OCC
 : -5, 6, -10, 1, 8, 0, 6, -1, 0.92

Profiles, looked up by structure. Values in the order: hIAP block | tim10-1 inh | NALP3 yeast inh | beta cell repl | mIAP block | A3A deaminase | TIM10 inh | APOBEC3G inh | mIAP act
Profile of `CCOc1cc2[nH]c(=O)n(Cc3cccc(OC)c3)c(=O)c2cc1OCC` → -5 | 6 | -10 | 1 | 8 | 0 | 6 | -1 | 0.92
Profile of `Cc1ccc(CCN2CC(C(=O)N3CCN(c4ccc(F)cc4)CC3)CC2=O)cc1` (stereo not drawn) → 7 | 37 | -6 | -3 | -1 | -6 | 21 | -7 | 1

(further entries)
Order of values: hIAP block, tim10-1 inh, NALP3 yeast inh, beta cell repl, mIAP block, A3A deaminase, TIM10 inh, APOBEC3G inh, mIAP act
CCCOC(=O)C1=C(C)NC2=C(C(=O)C(C(=O)OC)C(C)C2)C1c1ccc(N(CC)CC)cc1 (stereo not drawn)
 : 11, 15, 7, -2, 6, 3, 3, 1, 0.94
Cc1noc(C)c1S(=O)(=O)N(C)C[C@H]1Oc2ccc(NC(=O)Cc3ccccc3)cc2C(=O)N([C@H](C)CO)C[C@@H]1C
 : 7, 11, -1, 0, -9, -4, 2, -9, 1.1
CCOC(=O)c1nc2nc(C)cc(=O)n2[nH]1
 : 6, 10, -9, 1, -8, -1, 9, -9, 1.1
CCn1c(C2CC(=O)N(c3cc(C)cc(C)c3)C2)nc2ccccc21 (stereo not drawn)
 : 8, 11, 21, 0, -7, 1, 2, -2, 1.1
O=C(CN1C(=O)c2ccccc2C1=O)NCC(=O)OCC(=O)c1ccc(Cl)cc1
 : -19, 10, 14, 0, -13, 0, -1, 0, 1.1
COc1cnc(NS(=O)(=O)c2ccc(N)cc2)nc1
 : 6, 3, 15, -6, -2, 18, -6, 50*, 1
Cc1ccc(O)c(N=Cc2sc3ccccc3c2Cl)c1
 : 4, 17, 18, 0, 15, -2, 9, -1, 0.85
COc1cc(OC)cc(-c2c(C#Cc3ccsc3)c3cc(-c4cccc5[nH]ccc45)ccc3n2C)c1
 : 7, 10, 0, -5, -3, -3, 1, -5, 1
Cc1ccc(C(N)=Nc2ccccc2)cc1
 : 0, -2, -10, -3, 0, -2, 11, -3, 1
Cc1c(/C(O)=C2\C(=O)C(=O)N(CCN(C)C)C2c2cccs2)cnn1-c1ccccc1 (stereo not drawn)
 : -11, 11, -3, 1, 6, -1, 6, -2, 0.94
O=C(CCn1nc(-c2ccccc2)ccc1=O)N1CCN(c2ccccc2)CC1
 : 1, 32, 9, 0, -2, -3, 2, -8, 1
CCn1cc(C2=NCC(C)O2)c2ccccc21 (stereo not drawn)
 : -4, 7, 14, 2, 0, 2, 3, -6, 1
Cc1cc(C(=O)N2CCN(c3cccc(Cl)c3)CC2)c(C)o1
 : -7, 32, -5, -1, -8, -1, 3, -1, 1.1
CC1=NN(c2ccccc2)C(=O)C1C=Nc1ccc(N(C)C)cc1 (stereo not drawn)
 : -15, 27, 45, -3, -20, -6, -3, -6, 1.2
Cc1cc(C)nc(/N=C(\N)Nc2ccc(-c3ccccc3)cc2)n1
 : -34, -96, 18, -6, -50, -4, -44, -6, 1.5
COCCOC(=O)C1=C(C)NC(=O)CC1c1cc2c(cc1Br)OCO2 (stereo not drawn)
 : 10, 12, -2, -2, -2, -3, 4, -4, 1
C=CCNC(=O)C1CC2Cn3c(nc4cc(C)c(C)cc43)C2N1C (stereo not drawn)
 : -18, -33, 4, -2, 1, -2, -1, -9, 0.99
CS(=O)(=O)N(CC(=O)NCCc1ccccc1)c1cccc([N+](=O)[O-])c1
 : 3, 8, 10, -1, -7, 0, 13, 6, 1.1
CN(Cc1nc2ccccc2c(=O)[nH]1)C(=O)c1ccc(S(=O)(=O)N(C)C)cc1
 : 25, 1, 10, 3, 0, 2, -1, -5, 1
O=C1c2ccccc2CC1Sc1nnc(-c2ccncc2)o1 (stereo not drawn)
 : -21, 18, 1, -1, 18, -6, -10, -4, 0.82
COc1ccc(-n2c(CCC(=O)O)ccc2-c2ccccc2)cc1
 : -5, 10, -30, -2, -2, 1, 19, 4, 1
COc1cc2c(=O)n(CCC(=O)NCC3CCCO3)c(=O)n(CC(=O)c3ccc(Cl)cc3)c2cc1OC (stereo not drawn)
 : -2, -1, 7, 2, 6, 2, 7, -3, 0.94
COc1ccc(NC(=O)/C(C#N)=C\c2ccc(Br)o2)cc1
 : 1, 6, 14, -3, -1, 71*, -11, 21, 1
CC(C(=O)OCC(=O)c1ccccc1)N1C(=O)c2ccccc2C1=O (stereo not drawn)
 : 9, 13, 4, 1, 7, 1, -6, -4, 0.93
O=c1[nH]nc(Cc2ccc([N+](=O)[O-])cc2)c2ccccc12
 : 13, 1, 1, -3, 5, -5, 8, -11, 0.95
Clc1ccc(-c2nc3nc4ccccc4nc3n2Cc2ccco2)cc1
 : -3, 11, 9, -2, 8, -4, 32, -4, 0.92
CCCN(C(=O)CSc1nnc(N)s1)c1c(N)n(Cc2ccccc2)c(=O)[nH]c1=O
 : -16, 14, 2, -1, 2, -1, -2, -1, 0.98
Cc1[nH]n(-c2ccccc2)c(=O)c1C1(C(F)(F)F)C(=O)N(c2ccc(F)cc2)C2=C1C(=O)CC(C)(C)C2 (stereo not drawn)
 : -15, 14, 25, 1, 0, 24, 6, -4, 1
Cc1cc(NCc2ccccn2)ccc1Br
 : -19, 12, 20, -3, 11, -2, 7, -6, 0.89
Cc1ccc(C(=O)NS(=O)(=O)c2ccc(N=NN(C)C)cc2)cc1
 : -13, 10, -9, 0, -5, -2, -2, -4, 1

Bioassay records deposited in PubChem BioAssay by Sanford-Burnham Center for Chemical Genomics.
